NR2E3 agonist = NR2E3 agonists in two-hybrid cells, primary screen, cell-based, luminescence, CHO-S, Gal4-NCOR/VP16-NR2E3 | inhibition of corepressor binding, % at 3.98 µM | Photoreceptor-specific nuclear receptor (Homo sapiens), Q9Y5X4 | luciferase | 360,000 tested, 0.35% active;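 active = inhibition above the mean of all tested compounds plus 3 SD, cut at about 70% in these data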;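 note: 0% = DMSO with NR2E3 transfected cells and 100% = cells lacking NR2E3 construct; higher means lower luciferase signal from less NR2E3 corepressor binding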
Target sequence (Q9Y5X4 whole entry, looked up, the tested form may be a part): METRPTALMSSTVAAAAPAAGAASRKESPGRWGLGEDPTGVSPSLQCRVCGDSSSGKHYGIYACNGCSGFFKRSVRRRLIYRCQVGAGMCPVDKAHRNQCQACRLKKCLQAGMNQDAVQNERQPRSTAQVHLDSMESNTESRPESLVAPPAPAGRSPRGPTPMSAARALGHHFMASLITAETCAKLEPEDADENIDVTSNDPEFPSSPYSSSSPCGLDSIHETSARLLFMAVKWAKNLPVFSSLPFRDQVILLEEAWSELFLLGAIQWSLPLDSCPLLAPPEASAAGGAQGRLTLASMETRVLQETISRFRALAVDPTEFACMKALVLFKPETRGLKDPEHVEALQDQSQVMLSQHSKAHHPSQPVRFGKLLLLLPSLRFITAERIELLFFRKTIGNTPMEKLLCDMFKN
CaV13 FRET inh = Disruptors of the CACNA1D IQ motif to Ca2+-dependent inactivation inhibitor domain association, primary screening, Förster resonance energy transfer in intact living …; inhibition, % at 12.3 µM; HEK cells, CFP/YFP FRET ICDI-IQ, plate reader, 10 min; percent FRET-ratio fall versus neutral wells; 340,000 tested, 0.098% active;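 active = mean replicate inhibition of at least 30% and at least 1% of replicates passing that level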;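 note: 0% = median of the neutral control wells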
HIF-2a block = HIF-2a reporter inhibitors, primary screen, luminescence, 786-0 RCC cells. 786-0 RCC cells HIF-2a reporter, luciferase luminescence, overnight. inhibition, % at 18.8 µM. 360,000 tested, 0.72% active. AID 624352, 2012;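 active = inhibition of the luminescence signal of 40% or more relative to plate controls, in a single-dose primary screen at 18.75 µM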
* hit, by the source's call. Only part of the results is shown; rates above refer to the full screens.

SMILES | NR2E3 agonist | CaV13 FRET inh | HIF-2a block
CCCc1nc2cc(C)c(Br)c(C)n2c1Cc1ccc(OC)cc1C | 28.9 | -6.7 | 5.7
CCCCOCCCNC(=O)C[C@@H]1C[C@@]2(C(=O)OCC)CCC=C2N(Cc2ccc3c(c2)OCO3)C1=O | 14.0 | -5.4 | 5.2
O=C1NC[C@H](CCCCN2C[C@H](Cc3ccccc3)N(CCC3CCCCC3)C(=O)C2=O)N(CCc2ccccc2)C1=O | -0.3 | -4.0 | -22.7
COc1cccc(CCOC(=O)c2c(-c3ccsc3)oc3c2C(OC(C)=O)CCC3)c1 (stereo unspecified) | -19.1 | -8.1 | -46.1
COc1ccc(-c2oc3c(c2C#CC(C)(C)O)C(OC)CCC3)cc1 (stereo unspecified) | -15.7 | -8.9 | -2.1
CCCCN1C(=O)C(CC(=O)NCc2cccs2)CC(C(=O)N2CCCCCC2)=C1C (stereo unspecified) | 6.9 | -11.3 | 11.9
CCOC(=O)[C@]12CCCC=C1N(Cc1ccco1)C(=O)[C@H](CC(=O)N1CCCC1)C2 | 9.8 | -7.2 | 11.7
COc1ccc(NC(=O)C2c3ccccc3OCC(=O)N2Cc2cccnc2)cc1 (stereo unspecified) | -17.8 | -2.3 | 1.1
Nc1ccn([C@@H]2O[C@H](C(=O)N3CCN(Cc4ccccn4)CC3)[C@@H](O)[C@H]2O)c(=O)n1 | -3.0 | -6.5 | 9.4
CCOc1ccc(CCN2C(=O)C(=O)N([C@@H](CC(C)C)CN3CCC[C@H]3CN3C(=O)C(=O)NC[C@@H]3CC(C)C)C[C@@H]2CC(C)C)cc1 | -0.5 | -8.0 | -6.6
CCCNC(=O)c1cc2c(c(-c3cccc(-c4ccccc4F)c3)n1)[C@@H](CCO)N(C(=O)CC1CC1)C2 | -4.5 | -4.8 | -10.3
COCCN1C(=O)CCC1(C)c1nnnn1-c1c(C)cccc1C (stereo unspecified) | -5.6 | -9.5 | 3.2
CCC(c1nnnn1-c1ccc2c(c1)OCCO2)N1CCN(c2ccc(OC)cc2)CC1 (stereo unspecified) | 17.0 | -5.7 | -2.8
Cc1cc(C)cc(Cn2cc(CN3CC(N4CCCCC4)CS3(=O)=O)nn2)c1 (stereo unspecified) | -14.2 | -4.5 | 0.9
O=C1CCCCCC[C@@H](O)[C@H](O)C[C@H](c2ccccc2)O1 | -0.9 | -10.2 | 5.2
Cc1cccc(C)c1-n1nnnc1-c1nc2cc3ccccc3cc2[nH]c1=O | -4.2 | -7.7 | 13.6
CCOC(=O)[C@]12CCCC=C1N(Cc1ccco1)C(=O)[C@H](CC(=O)NCCCN1CCCC1=O)C2 | 1.2 | -3.5 | 1.4
C[C@H]1COc2cc(N3CC[C@H](O)C3)ccc2S(=O)(=O)N1 | 17.1 | -7.0 | 3.5
CN(Cc1ccccc1)C(=O)[C@@H]1CCCN1C(=O)[C@@H]1CCCN1C(=O)c1ccc(Cl)cc1 | 6.3 | -9.4 | 5.8
CN(C)C1CN(Cc2cn(Cc3ccccc3)nn2)S(=O)(=O)C1 (stereo unspecified) | -4.7 | -11.5 | 7.1
CC(C)C[C@@H](COCc1cccc(Cl)c1)N1CCN(C(=O)c2cccc(C(F)(F)F)c2)CCC1=O | -14.2 | -4.3 | 3.8
C#CCNC(=O)c1cc2c(Br)ccc(Br)c2nc1N | -19.3 | -6.4 | -26.0
COc1ccc(S(=O)(=O)N2CCC[C@H]2C(=O)N2CCC[C@H]2C(=O)N(C)Cc2ccccc2)cc1C | 2.5 | -5.0 | -3.1
O=C1NC[C@H](Cc2ccccc2)N(C[C@@H]2CCCN2C[C@H](Cc2ccccc2)N2C[C@H](Cc3ccc(O)cc3)N(CCc3ccccc3)C(=O)C2=O)C1=O | -26.3 | -5.4 | -2.1
CC1(c2nnnn2-c2ccc3c(c2)OCCO3)CCC(=O)N1CCc1ccc(O)cc1 (stereo unspecified) | 8.3 | -10.4 | -3.4
COc1ccc(Nc2c(-c3cccc(OC)c3)nc3nc(C)cc(C)n23)cc1 | -1.1 | -9.4 | -10.4
CC(C)C[C@H]1CN(CCCC[C@@H]2CNC(=O)C(=O)N2CCc2ccccc2)C(=O)C(=O)N1Cc1ccccc1 | -5.7 | -5.9 | -4.6
CC(C)(C)C(=O)c1c(N)[nH]c(C(=O)c2ccccc2)c1-c1cc2ccccc2nc1Cl | 6.6 | -5.3 | 5.9
CCNc1nc(-c2sc(NC(=O)C(C)(C)C)nc2C)c(-n2cc(-c3ccccc3)nn2)s1 | 41.5 | -10.1 | -9.3
Cc1cc2nc(-c3cccc(Br)c3)c(Cc3ccsc3)n2c(C)c1Br | 2.6 | -14.4 | -13.5

7 entries already listed, sorted by molecular weight, falling.
SMILES | NR2E3 agonist | CaV13 FRET inh | HIF-2a block
CC(C)C[C@H]1CN(CCCC[C@@H]2CNC(=O)C(=O)N2CCc2ccccc2)C(=O)C(=O)N1Cc1ccccc1 | -5.7 | -5.9 | -4.6
CCOC(=O)[C@]12CCCC=C1N(Cc1ccco1)C(=O)[C@H](CC(=O)NCCCN1CCCC1=O)C2 | 1.2 | -3.5 | 1.4
CN(Cc1ccccc1)C(=O)[C@@H]1CCCN1C(=O)[C@@H]1CCCN1C(=O)c1ccc(Cl)cc1 | 6.3 | -9.4 | 5.8
CC(C)(C)C(=O)c1c(N)[nH]c(C(=O)c2ccccc2)c1-c1cc2ccccc2nc1Cl | 6.6 | -5.3 | 5.9
CC1(c2nnnn2-c2ccc3c(c2)OCCO3)CCC(=O)N1CCc1ccc(O)cc1 (stereo unspecified) | 8.3 | -10.4 | -3.4
Cc1cccc(C)c1-n1nnnc1-c1nc2cc3ccccc3cc2[nH]c1=O | -4.2 | -7.7 | 13.6
CN(C)C1CN(Cc2cn(Cc3ccccc3)nn2)S(=O)(=O)C1 (stereo unspecified) | -4.7 | -11.5 | 7.1

Next part.
SMILES | NR2E3 agonist | CaV13 FRET inh | HIF-2a block
O=S1(=O)CC(N2CCN(CCO)CC2)CN1Cc1cn(Cc2cccc(Cl)c2)nn1 (stereo unspecified) | 22.2 | -8.2 | -1.1
COCCCNC(=O)C[C@@H]1C[C@@]2(C(=O)OC)CCCCC=C2N(CCC2=CCCCC2)C1=O | -15.4 | -5.1 | 1.9
CCCCc1c(-c2ccccc2OC)ncn1CCc1ccccc1 | -24.6 | -9.5 | 13.9
C[C@H]1COc2cc(N3CCSCC3)ccc2S(=O)(=O)N1 | -7.6 | -4.2 | 0.7
CCOC(=O)[C@]12CCCC=C1N(Cc1ccc3c(c1)OCO3)C(=O)[C@H](CC(=O)N1CCN(C(=O)c3ccco3)CC1)C2 | -7.1 | -7.0 | 10.2
COc1ccc(CCN2C(=O)c3ccccc3C2c2nnnn2-c2c(C)cccc2C)cc1OC (stereo unspecified) | -14.7 | -8.1 | -2.4
CCOC(=O)[C@]12CCC=C1N(Cc1cccc3ccccc13)C(=O)[C@H](CC(=O)NCc1ccc(C)o1)C2 | 5.5 | -5.5 | -6.6
O=C1NC[C@@H](CCCCN2C[C@H](Cc3ccccc3)N(CC3CCCCC3)C(=O)C2=O)N(Cc2ccccc2)C1=O | -21.8 | -3.1 | 2.8
CCOC(=O)[C@]12CCC=C1N(CCC1=CCCCC1)C(=O)[C@H](CC(=O)N1CCSCC1)C2 | -20.1 | -8.2 | -15.2
CCCCNc1c(CC(C)C)nc2nc(C)cc(C)n12 | -15.2 | -10.2 | -7.9
CCOc1cc(OCC)cc(C(=O)N2CCC[C@H]2C(=O)N2CCC[C@H]2C(=O)NCc2ccc(F)cc2F)c1 | 8.2 | -9.9 | 4.1
CCCCCCn1cc(CN(C)C2CN(Cc3cn(CCCCCC)nn3)S(=O)(=O)C2)nn1 (stereo unspecified) | -19.6 | -7.1 | 2.8
O=C(C1=NOC2(C1)C(=O)N(Cc1ccccc1)c1ccccc12)N1CCOCC1 (stereo unspecified) | -9.2 | -6.5 | 12.6
CCOC(=O)Cc1c(-c2cccc(Cl)c2)nc2c3ccccc3ccn12 | -53.9 | -4.6 | -59.0
CCCCNC(=O)C1c2ccccc2OCC(=O)N1Cc1cccnc1 (stereo unspecified) | -5.2 | -1.2 | -2.5
CCOC(=O)[C@]12CCC=C1N(Cc1ccc(Cl)cc1Cl)C(=O)[C@H](CC(=O)NCCC(C)C)C2 | 2.0 | -1.7 | 3.6
CCOC(=O)N1CCN(C(=O)C[C@@H]2C[C@@]3(C(=O)OCC)CCC=C3N(Cc3cccc4ccccc34)C2=O)CC1 | 17.0 | -4.4 | 3.7
CN(Cc1cn(Cc2ccc(Cl)cc2)nn1)C1CN(Cc2cn(Cc3ccc(Cl)cc3)nn2)S(=O)(=O)C1 (stereo unspecified) | -11.7 | -7.9 | -8.7
CCCCCCCCN1C(=O)[C@H](CC(=O)NCc2cccc(C(F)(F)F)c2)C[C@@]2(C(=O)OCC)CCCC=C12 | -4.0 | -7.8 | -0.3
COc1cc(-c2ccc(N3C(c4ccsc4)=Cc4ccccc4C3CC(C)=O)cc2)cc(OC)c1OC (stereo unspecified) | -24.5 | -7.3 | 4.1
O=C1NC[C@@H](CCCCN2C[C@H](Cc3ccccc3)N(CCC3CCCCC3)C(=O)C2=O)N(CCc2ccc(O)cc2)C1=O | -10.7 | -5.2 | -0.9
CCN(C)C1CN(Cc2cn(Cc3ccc(OC)cc3)nn2)S(=O)(=O)C1 (stereo unspecified) | 0.0 | -8.4 | -2.9
Nc1nc(=O)n(C2CCC(CO)O2)cc1F (stereo unspecified) | -2.5 | -11.1 | -5.7
CCOC(=O)N1CCN(C(=O)C[C@@H]2C[C@@]3(C(=O)OC)CCCCC=C3N(Cc3ccco3)C2=O)CC1 | -6.2 | -5.3 | -5.0
CC1(c2nc3ccccc3[nH]2)CCCC2=Nc3ccccc3CN21 (stereo unspecified) | -18.2 | -6.5 | 6.4
CCCCc1c(-c2ccccc2OC)ncn1CCc1ccccc1Cl | 28.9 | -9.4 | 3.4
COc1ccc([C@H]2CC(=O)C[C@@H](CCn3cc(CC4CCCC4)nn3)O2)cc1 | 5.0 | -6.7 | 22.8
FC(F)(F)c1ccccc1Cc1c(-c2cccc(Cl)c2)nc2c3ccccc3ccn12 | -1.7 | -5.1 | -29.0
COC(=O)[C@@]1(C(C)C)N=C(c2cc(OC)c(OC)c(OC)c2)[C@]2(O1)C(=O)Nc1ccc(F)cc12 | -15.9 | -6.8 | 11.1
COC(=O)[C@]12CCCCC=C1N(Cc1ccco1)C(=O)[C@H](CC(=O)NCc1ccc(OC)c(OC)c1)C2 | -35.2 | -4.7 | 2.5

Compounds from the list above that have two or more sulfur atoms:
SMILES | NR2E3 agonist | CaV13 FRET inh | HIF-2a block
CCNc1nc(-c2sc(NC(=O)C(C)(C)C)nc2C)c(-n2cc(-c3ccccc3)nn2)s1 | 41.5 | -10.1 | -9.3
C[C@H]1COc2cc(N3CCSCC3)ccc2S(=O)(=O)N1 | -7.6 | -4.2 | 0.7

Next records:
SMILES | NR2E3 agonist | CaV13 FRET inh | HIF-2a block
COc1cc2ccc(CC(=O)O)cc2cc1OC | 16.9 | -5.3 | -2.1
COC(=O)[C@]12CCCCC=C1N(Cc1cccc3ccccc13)C(=O)[C@H](CC(=O)N1CCCC1)C2 | 19.4 | -5.2 | -0.5
O=[N+]([O-])c1nccn1CC(O)CO (stereo unspecified) | 3.9 | -10.5 | 12.1
CC(C)C[C@H]1CN(CCCC[C@@H]2CNC(=O)C(=O)N2CC2CCCCC2)C(=O)C(=O)N1CCc1ccc(O)cc1 | -12.7 | -2.5 | 3.8
Nc1[nH]c(C(=O)c2ccccc2)c(-c2ccc(Cl)cc2)c1C(=O)NCc1ccccc1 | 3.0 | -6.5 | 8.0
COC(=O)c1ccc(N2C(c3ccsc3)=Cc3cc4c(cc3C2CC(=O)c2ccco2)OCO4)cc1 (stereo unspecified) | -4.8 | -10.8 | -1.7
CN(Cc1ccccc1)C(=O)[C@@H]1CCCN1C(=O)[C@@H]1CCCN1C(=O)c1cccc(Cl)c1 | 0.3 | -9.5 | -7.9
N#Cc1ccc(-c2nc3c(Cl)cc(C(F)(F)F)cn3c2Cc2ccsc2)cc1 | -20.4 | -6.4 | -9.0
CC(C)C[C@@H]1O[C@H](C(C)C)Cc2[nH][nH]c(=O)c21 | 2.0 | -4.9 | -4.9
O=C(NCCN1CCC(n2c(=O)[nH]c3ccccc32)CC1)c1ccc(F)c(C(F)(F)F)c1 | 3.5 | -10.0 | -3.9
COC(=O)[C@@]1(Sc2ccc(C)cc2)CC(=O)N(C(=O)c2ccccc2)[C@@H]1c1ccccc1 | -12.5 | -7.3 | 3.2
O=C(NCc1ccc(Br)cc1)OC1CC2CC1[C@H]1CCCCN1C2=O (stereo partly specified) | -7.0 | -4.9 | 7.9
CCOC(=O)[C@]12CCC=C1N(Cc1ccc(Cl)cc1Cl)C(=O)[C@H](CC(=O)NCc1cccc(C(F)(F)F)c1)C2 | -31.9 | -1.5 | -1.6
COCCCN1C(=O)C(CC(=O)NCCN2CCOCC2)CC(C(=O)N2CCOCC2)=C1C (stereo unspecified) | -5.8 | -10.9 | -4.3

Screening results: PubChem BioAssay, several laboratories
